SMN2 splice enh: qHTS Assay for Enhancers of SMN2 Splice Variant Expression. HEK293 SMN2-luciferase splicing reporter, luminescence, 30-36 h. Potency, µM (series often up to 46.1 µM), without a hit: at the highest dose activity change, positive = activation, usual class: activators. actives 2.8% (n = 210,000); also: % of control where 0% means no effect; nearly all actives have a fitted effect of over 55% in size
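HEK293 cells carry an SMN2 minigene-luciferase reporter in which exon 7 inclusion puts luciferase in frame. Cells were seeded at 2000 cells/well, attached for 10-12 hours, then exposed to compounds for 30-36 hours at 37C before ONE-Glo luminescence.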
IMPase Li cell: qHTS Assay for Identifying the Cell-Membrane Permeable IMPase Inhibitors: Potentiation with Lithium; Potency, µM (top dose mostly 59.4 µM), for the others: at the top dose activity, negative = IMPase inhibition, actives largely listed as inhibitors; AID 1457, 2008; CHO-M1 cells, IP1 TR-FRET (IP-One), carbachol + lithium; actives 0.35% (n = 210,000);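 also: IP1 builds up when IMPase is blocked and the TR-FRET signal falls; plate controls were basal vehicle for no effect and high inhibitor control for full effect; nearly all actives have a fitted effect of over 50% in size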
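Readout is a homogeneous TR-FRET IP1 immunoassay (Ex 320, Em 665 and 620), where raised cytosolic IP1 lowers signal. Cells were CHO-M1 treated 30 min at 37C with test compounds plus a little lithium; AC50 values came from Hill-equation fitting.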
KinaseGlo FLuc: Counterscreen for Luciferase (Kinase-Glo TM) Inhibition. Luciferin 4-monooxygenase (Photuris pensylvanica), Q27757. Kinase-Glo luciferase, ATP luminescence, 8 min. Potency, µM (titrated, usually from 38.3 µM), inactives show top-dose activity change, negative = inhibition, most hits filed as inhibitors. actives 0.28% (n = 200,000); also: % is scaled to controls: 0 for no effect and ±100 for the full control effect; nearly all actives have a fitted effect of over 60% in size
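Substrate mix (final 50 mM imidazole pH 7.2, 50 mM KCl, 7 mM MgCl2, 10 uM ATP, 0.01% Tween 20, 0.05% BSA) plus pin-tool compound, then Kinase-Glo detection mix; 8 min ambient, luminescence read.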
NPSR antagonist: qHTS Assay for Antagonists of the Neuropeptide S Receptor: cAMP Signal Transduction; Q6W5P4; actives 1% (n = 220,000); CHO-NPSR cells, cAMP TR-FRET, antagonist mode; Potency, µM (doses to about 38.3 µM), for inactives: at the top dose activity change, negative = inhibition, actives largely listed as inhibitors; also: % is scaled to controls: 0 for no effect and ±100 for the full control effect; nearly all actives have a fitted effect of over 50% in size; many of its hits are not listed in these tables
Target sequence (Q6W5P4 whole entry, looked up): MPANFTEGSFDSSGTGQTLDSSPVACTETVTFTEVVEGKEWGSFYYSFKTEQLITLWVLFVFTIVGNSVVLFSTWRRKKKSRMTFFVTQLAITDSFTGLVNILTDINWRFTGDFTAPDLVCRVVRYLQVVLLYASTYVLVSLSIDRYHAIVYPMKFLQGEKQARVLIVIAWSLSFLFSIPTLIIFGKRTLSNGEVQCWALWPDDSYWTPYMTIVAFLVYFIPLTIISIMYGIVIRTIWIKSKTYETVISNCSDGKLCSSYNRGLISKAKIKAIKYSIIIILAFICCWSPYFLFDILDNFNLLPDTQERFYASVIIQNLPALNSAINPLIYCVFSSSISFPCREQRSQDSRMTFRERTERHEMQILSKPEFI
Epigenetic reg: Quantitative High-Throughput Screen for Regulators of Epigenetic Control; murine LDR cells, GFP reporter derepression, 30 h; Potency, µM (highest dose often 53.9 µM), for inactives: at the highest dose GFP activation, actives largely listed as activators; actives 0.2% (n = 280,000); also: % of control where 0% means no effect; nearly all actives have a fitted effect of over 60% in size
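In this reporter-derepression format, murine cells bearing a silenced integrated CMV-GFP locus incubate with test compound (30 h, 37 C), then are washed and imaged; fluorescent objects of 20–120 um count as induced cells.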
GoLoco inh red: qHTS Assay for Inhibitors of RGS12 GoLoco Motif Activity (Red Fluorophore); Gai1:RGS12 GoLoco peptide FP, rhodamine, 10 min; Potency, µM (series often up to 61.6 µM), for inactives: at the top dose activity, negative = inhibition, most hits filed as inhibitors; actives 0.44% (n = 230,000); AID 880, 2007; active = well fitted inhibition curve with a large enough effect, not every such curve was filed as active; inactive = no such curve, though single readings can be large or run the other way; also: % is scaled to controls: 0 for no effect and ±100 for the full control effect; nearly all actives have a fitted effect of over 30% in size; many of its hits are not listed in these tables
Target sequence (P63096 whole entry, looked up): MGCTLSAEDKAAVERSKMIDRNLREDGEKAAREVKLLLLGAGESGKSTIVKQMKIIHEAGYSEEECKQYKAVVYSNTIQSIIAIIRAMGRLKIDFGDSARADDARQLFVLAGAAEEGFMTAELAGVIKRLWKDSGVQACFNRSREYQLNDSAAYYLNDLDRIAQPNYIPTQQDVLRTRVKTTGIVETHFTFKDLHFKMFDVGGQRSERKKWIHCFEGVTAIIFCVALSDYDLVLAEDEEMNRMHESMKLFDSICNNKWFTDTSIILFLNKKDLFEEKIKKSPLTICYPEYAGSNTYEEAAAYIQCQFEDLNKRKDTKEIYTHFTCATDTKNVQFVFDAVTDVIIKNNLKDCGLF
RECQ1 helicase: qHTS Assay for Inhibitors of RecQ-Like Dna Helicase 1 (RECQ1). RECQ1 DNA unwinding, red fluorescence kinetic read. Potency, µM (titrated, usually from 57.3 µM), for the others: top-dose activity, negative = inhibition, hits mostly inhibitors. actives 0.54% (n = 240,000). AID 2549, 2010;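 also: plate controls were vehicle for no effect and no enzyme for full effect; nearly all actives have a fitted effect of over 30% in size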
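50 nM RECQ1T1 preincubated 15 min with compound in Tris pH 8.0 buffer with MgCl2, DTT, Tween-20 and 2.5 ug/ml poly(dI-dC); started with 200 nM TAMRA/BHQ-2 forked duplex and 2 mM ATP. Unwinding read as fluorescence (525/598 nm), two reads 2 h apart.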
JMJD2E inh: qHTS Assay for Inhibitors of Human Jumonji Domain Containing 2E (JMJD2E); Potency, µM (titrated, usually from 57.1 µM), without a hit: at the top dose activity change, negative = inhibition, usual class: inhibitors; JMJD2E catalytic domain, FDH-coupled NADH fluorescence (FDH is formaldehyde dehydrogenase); AID 2147, 2009; Lysine-specific demethylase 4E (Homo sapiens), B2RXH2; actives 1.6% (n = 230,000); active = well fitted inhibition curve with a large enough effect, not every such curve was filed as active; inconclusive = small, poorly fitted or top-dose-only effect, or another doubt; inactive = no such curve, though single readings can be large or run the other way;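 also: 0% = wells with enzyme and -100% = buffer wells without enzyme; nearly all actives have a fitted effect of over 50% in size; many of its hits are not listed in these tables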
Target sequence (B2RXH2 1-337 limits assumed): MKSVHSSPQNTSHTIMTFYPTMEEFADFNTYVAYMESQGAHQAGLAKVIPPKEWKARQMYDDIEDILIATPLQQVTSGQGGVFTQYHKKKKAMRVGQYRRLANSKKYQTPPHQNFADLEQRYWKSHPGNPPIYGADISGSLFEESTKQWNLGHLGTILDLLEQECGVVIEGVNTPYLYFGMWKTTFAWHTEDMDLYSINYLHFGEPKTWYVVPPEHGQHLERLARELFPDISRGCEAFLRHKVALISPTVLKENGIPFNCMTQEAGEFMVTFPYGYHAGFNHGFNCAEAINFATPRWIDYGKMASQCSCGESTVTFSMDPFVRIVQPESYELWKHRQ
Active calls of the source: *; i = inactive; ? = inconclusive; · = no result given; [ ] = remark or other dose. Unless noted, calls follow the shape of the dose curve; as a rule, active = well fitted curve in the direction sought with a large enough effect; inconclusive = small, poorly fitted or top-dose-only effect, or another doubt; inactive = no such curve, though single readings can be large; an effect the other way counts as inactive or inconclusive. Potency is read from the fitted curve at half-maximal effect. A portion of the library, so the mix of outcomes need not match the whole.

SMILES | SMN2 splice enh | IMPase Li cell | KinaseGlo FLuc | NPSR antagonist | Epigenetic reg | GoLoco inh red | RECQ1 helicase | JMJD2E inh
COc1cccc(-c2csc(N3CCN(CC(=O)NNC(=O)c4ccco4)CC3)n2)c1 | · | 13% | -1% | -5% | 1.0% | 18% | -17% | -1%
CC(C)(C)OC(=O)N1CCN(C(=O)Nc2ccc3c(c2)OCCO3)CC1 | -13% | -2% | -3% | -3% | -0.4% | -1% | i | 10%
CC1=C(C(N)=O)S(=O)(=O)c2ccccc21 | · | · | · | 1% | -1.6% | -5% | 7% | 0%
CC(C)COc1cccc(C(=O)NC(=S)NCc2cccnc2)c1 | · | · | · | 3%[46.1 µM] | 0.1% | · | -12% | -1%
COc1ccc(CCC(C)Nc2cccc(C)c2)cc1 (stereo unspecified) | -8% | 7%[38.3 µM] | 3% | ? | -1.9% | 4% | i | -3%
Cc1cc(NC(=O)CN2C(=O)[C@@H]3[C@H](C2=O)[C@@H]2C[C@H]3C(Br)C2Br)no1 (stereo partly specified) | · | · | · | -3% | 1.6% | 11% | i | 9%
O=C(O)CCSCc1ccc(I)cc1 | 6%[9.22 µM] | -2% | -3%[7.66 µM] | · | · | -8%[14.2 µM] | · | ·
COC(=O)c1c(-c2ccc(Br)cc2)noc1N | 15% | 17%[38.3 µM] | 1% | -11%[46.1 µM] | 5.0% | -5% | i | 0%
CCC(C)C(=O)Nc1ccc(OC)cc1OC (stereo unspecified) | 0% | 7%[38.3 µM] | -2% | 1%[46.1 µM] | -1.5% | 6% | 9% | -2%
COC(=O)C1=C(C)OC(N)=C(C#N)C1c1c(C)nn(C)c1C (stereo unspecified) | · | 13% | 0% | 11% | 0.9% | -2% | 12% | -4%
C=CCN=Cc1sc2ccc(OCC)cc2c1O | · | · | · | -23%[46.1 µM] | 1.7% | · | 7% | ?
Cc1ccc(NC(=O)CSc2nnc(NC(=O)c3ccco3)s2)cc1 | 14% | -4% | -2% | 0% | 1.7% | -14% | -3% | -5%
CC1(C)CC(=O)C=C(Nc2ccccc2)C1 | · | · | · | 36% | 1.3% | 1% | -13% | -3%
CCC(=O)N1N=C(c2ccc(C)o2)CC1c1ccc(N(C)C)cc1 (stereo unspecified) | 27% | 2% | 1% | -24% | -0.4% | -6% | i | -7%
[O-][N+]1=C2CCC/C(=N\O)C2=NC12CCCCC2 | 10% | 7%[38.3 µM] | 0% | 7%[46.1 µM] | 0.7% | -9% | -11% | 1%
CCOC(=O)c1c(C)[nH]c(C(=O)N/N=C/c2ccc(Br)cc2)c1C | -3% | 3% | 6% | 11% | 0.0% | 6% | -5% | ?
COc1ccc(-n2c(C(C)n3nc(C)c([N+](=O)[O-])c3C)n[nH]c2=S)cc1 (stereo unspecified) | 20% | 7% | 4% | 10% | -1.0% | 12% | -1% | 8%
O=C(Cc1cccs1)Nc1cccc(-c2ccc3nncn3n2)c1 | -7% | 8% | 1% | -5% | -1.2% | 10% | 3% | 0%
Cc1nc(N2CCCCC2)sc1C(=O)c1ccc(SCCO)c([N+](=O)[O-])c1 | · | 15% | · | -34% | -0.2% | -2% | -11% | -11%
CC(=O)Nc1ccc(S(=O)(=O)Nc2nnc(CC(C)(C)C)s2)cc1 | · | 14% | 0% | 1% | -1.1% | 9% | -24% | -2%
CN(C)NC(=O)c1csnc1-c1c(Cl)cccc1Cl | · | · | · | -12% | -0.8% | 5% | 1% | 10%
CC1(C)CC(=O)C2=C(C1)Nc1ccccc1NC2c1ccccn1 (stereo unspecified) | 15% | 23%[38.3 µM] | -1% | -25%[46.1 µM] | 2.9% | -5% | -11% | ?
CC(C)OC(=O)C(NC(=O)c1ccccc1)=C1CCCCC1 | 5% | -5%[38.3 µM] | -2% | -4%[46.1 µM] | -1.0% | 7% | -1% | 0%
CCN1CCN(c2oc(-c3ccc([N+](=O)[O-])cc3)nc2C#N)CC1 | · | · | · | -10% | 0.0% | 2% | 1% | 1%
CCOC(=O)C1CCCN(C(=O)c2cc3ncc(Br)cn3n2)C1 (stereo unspecified) | 21% | 20%[38.3 µM] | -1% | -4%[46.1 µM] | 0.0% | -11% | -11% | -3%

Looked up by compound from above, 3 records:
SMILES | SMN2 splice enh | IMPase Li cell | KinaseGlo FLuc | NPSR antagonist | Epigenetic reg | GoLoco inh red | RECQ1 helicase | JMJD2E inh
CC1(C)CC(=O)C=C(Nc2ccccc2)C1 | · | · | · | 36% | 1.3% | 1% | -13% | -3%
[O-][N+]1=C2CCC/C(=N\O)C2=NC12CCCCC2 | 10% | 7%[38.3 µM] | 0% | 7%[46.1 µM] | 0.7% | -9% | -11% | 1%
COc1cccc(-c2csc(N3CCN(CC(=O)NNC(=O)c4ccco4)CC3)n2)c1 | · | 13% | -1% | -5% | 1.0% | 18% | -17% | -1%

Going on with the list.
SMILES | SMN2 splice enh | IMPase Li cell | KinaseGlo FLuc | NPSR antagonist | Epigenetic reg | GoLoco inh red | RECQ1 helicase | JMJD2E inh
CCCC1(C(=O)OCC)NC(c2ccc(N(C)C)cc2)C2C(=O)N(c3ccc(F)cc3)C(=O)C21 (stereo unspecified) | 16% | 33%[38.3 µM] | 2% | -17%[46.1 µM] | -1.1% | -10% | -1% | ?
CC(c1ccc(F)cc1)n1cc(C(=O)NCCN(C)C)nn1 (stereo unspecified) | -11% | 2% | 3% | 16% | -3.4% | 12% | i | 6%
COc1ccc(C(CCNC(C)c2ccccc2)c2ccc(F)cc2)cc1 (stereo unspecified) | -17% | 18% | 1% | -53% | 0.0% | 13% | -14% | 1%
Cc1cccc(NC(=O)CN(c2ccc(C(C)C)cc2)S(=O)(=O)c2c(C)nn(C)c2C)n1 | -3% | 4%[38.3 µM] | 3% | -25%[46.1 µM] | 2.7% | 5% | -5% | 3%
O=C(N/C(=C\c1ccc(Br)cc1)C(=O)N1CCCC1)c1ccccc1F | · | 10% | 1% | -7% | -1.1% | -4% | -2% | ?
NC(=O)c1cccc2c3c([nH]c12)CCCC3 | -4% | -12%[38.3 µM] | -4% | 15%[46.1 µM] | 0.0% | 6% | 1% | -1%
CN(Cc1ccno1)C(=O)CC1C(=O)NCCN1CC(c1ccccc1)c1ccccc1 (stereo unspecified) | · | -2% | · | 2% | -0.1% | 4% | -28% | ?
CCOC(=O)c1cnn(-c2ccccc2)c1-n1cccc1C(=O)C(=O)Nc1ccccc1 | 2% | 10%[38.3 µM] | -2% | -18%[46.1 µM] | -1.0% | 63%[activator] | -5% | -6%
C=CCn1c(SCC(=O)NC2CC2)nc2sc(CC)cc2c1=O | -3% | 18% | 1% | 2% | 0.0% | 14% | -2% | 0%
COC(=O)c1ccc(-c2noc(CN(C)Cc3ccncc3C)n2)cc1 | · | 17% | 2% | 29% | 1.1% | 4% | 9% | 0%
NCCC[C@@H](CC(=O)N[C@@H]1CCNC[C@H]1C(=O)N[C@H](CC(=O)N[C@@H](CCC(=O)O)CC(=O)O)Cc1ccccc1)NC(=O)C[C@H](CO)NC(=O)[C@@H]1CNCC[C@H]1N | 8% | -4% | 1% | · | -1.1% | 0% | 4% | ?
O=C(COc1cccnc1[N+](=O)[O-])N1CCN(S(=O)(=O)c2ccc3ccccc3c2)CC1 | -17% | 5% | -1% | 6% | -1.5% | -29% | -8% | ?
Cc1ccc(C(=O)NCCSc2ccccc2)cc1S(=O)(=O)Nc1ccccc1 | -23% | 3%[38.3 µM] | 3% | -21%[46.1 µM] | -0.9% | -1% | -19% | -1%
COc1ccc(CN(Cc2ccc(C(=O)O)cc2)C(=S)Nc2ccccc2F)cc1OC | -21% | -3% | 3% | -12% | -7.2% | 5% | 12% | -11%
CC(=O)N1CCc2cc(NS(=O)(=O)c3cccs3)ccc21 | -1% | 1%[38.3 µM] | 0% | -20%[46.1 µM] | -1.0% | 3% | -8% | -1%
CCOc1ncccc1C(=O)OCc1cc(=O)oc2c(C)c(C)ccc12 | -5% | -1%[38.3 µM] | -5% | 6%[46.1 µM] | 0.0% | 3% | -9% | 8%
Nc1nc2c(ncn2C2OC(COC(=O)c3ccccc3)C(OC(=O)c3ccccc3)C2OC(=O)c2ccccc2)c(=O)[nH]1 (stereo unspecified) | -5% | 0% | -4% | · | -0.9% | 3% | -10% | -4%
Cc1ccc(S(=O)(=O)NC(=O)c2ccccc2)cc1C(C)C | · | 6% | -2% | 16% | -1.1% | 8% | 19% | -1%
O=c1nc(SCc2c(F)cccc2Cl)nc(-c2ccc(Cl)cc2)[nH]1 | · | · | · | 0% | 1.1% | 9% | i | -3%
COCCn1c(SCC(=O)c2cc(C)n(C)c2C)nc2ccccc2c1=O | 18% | 7% | -1% | -13% | -1.3% | 6% | -13% | -10%

Arranged by the number under GoLoco inh red (rising): 3 from the list above.
Compound,IMPase Li cell,NPSR antagonist,Epigenetic reg,GoLoco inh red,RECQ1 helicase,JMJD2E inh
O=C(COc1cccnc1[N+](=O)[O-])N1CCN(S(=O)(=O)c2ccc3ccccc3c2)CC1,5%,6%,-1.5%,-29%,-8%,?
CCOc1ncccc1C(=O)OCc1cc(=O)oc2c(C)c(C)ccc12,-1%[38.3 µM],6%[46.1 µM],0.0%,3%,-9%,8%
Cc1cccc(NC(=O)CN(c2ccc(C(C)C)cc2)S(=O)(=O)c2c(C)nn(C)c2C)n1,4%[38.3 µM],-25%[46.1 µM],2.7%,5%,-5%,3%

Compound activity: PubChem BioAssay, National Center for Advancing Translational Sciences (NCATS)
